Bioassay records deposited in PubChem BioAssay by National Center for Advancing Translational Sciences (NCATS).
PI4K2A inh = PI4K2A (human) kinase inhibition; activity change, negative = inhibition, % at 76.9 µM; purified PI4K2A, ADP-Glo luminescence, 1 h; active compounds read low; 420,000 tested, 0.13% active; in the data active = activity change below about -50%; inconclusive = mostly about -30% to -49%;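 note: -100% = wells without enzyme as full effect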
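Compounds are screened against recombinant PI4K2A using PI as substrate and ATP, the latter dispensed at 300 microM. Reactions run one hour at ambient temperature before ADP-Glo detection; full inhibition defined by wells lacking enzyme.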
RGS4 inh = human RGS4 inhibition; P49798; Transcreener GDP fluorescence polarization, RGS4-accelerated GTP hydrolysis; Potency, µM (titrated, usually from 114 µM), without a hit: at the highest dose activity change, negative = inhibition, usual class: inhibitors; 390,000 tested, 0.039% active; AID 504845; note: potency is the fitted concentration of half-maximal effect; % is set by controls: 0 for no effect and ±100 for the full control effect; nearly all actives have a fitted effect of over 75% in size; some results filed as inactive show a strong effect at the top dose
Target sequence (P49798 whole entry, looked up): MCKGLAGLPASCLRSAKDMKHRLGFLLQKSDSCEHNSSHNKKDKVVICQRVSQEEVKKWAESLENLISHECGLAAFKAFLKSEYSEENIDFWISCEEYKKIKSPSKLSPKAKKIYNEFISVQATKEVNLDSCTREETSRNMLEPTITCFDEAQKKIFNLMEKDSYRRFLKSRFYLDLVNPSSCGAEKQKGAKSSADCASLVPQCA
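MLSMR compounds (23 nl, pin-transferred) preincubated 10 min at room temperature with a 500nM (2x) first reagent, then RGS4 at 900nM (2x) plus Transcreener GDP mix added; fluorescence polarization (620/688 nm) read before and after 90 min at 30 °C.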
G9a inh = inhibitors of human histone lysine methyltransferase G9a; Q96KQ7; G9a H3K9 monomethylation, AlphaScreen, 2 h; Potency, µM (series often up to 102 µM), for inactives: top-dose activity, negative = inhibition, actives largely listed as inhibitors; 350,000 tested, 8.8% active; AID 504332; note: potency is the fitted concentration of half-maximal effect; % is set by controls: 0 for no effect and ±100 for the full control effect; nearly all actives have a fitted effect of over 75% in size
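Signal arises when biotinylated H3K9 peptide, once monomethylated, bridges streptavidin donor and antibody-captured acceptor beads. Enzyme at 20 nM was preincubated 15 min with test compounds; peptide 500 nM and SAM 20 uM then reacted for 2 h.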
JMJD2A Tudor = JMJD2A Tudor domain (human) inhibition. O75164. AlphaScreen JMJD2A-Tudor / H3K4me3 peptide binding. Potency, µM (titrated, usually from 114 µM), inactives show at the highest dose activity change, negative = inhibition, hits mostly inhibitors. 390,000 tested, 4.4% active. AID 504339; note: potency is the fitted concentration of half-maximal effect; % is set by controls: 0 for no effect and ±100 for the full control effect; nearly all actives have a fitted effect of over 50% in size
GLS inh = glutaminase GLS (human) inhibition; O94925; GLS enzymatic activity, qHTS titration; Potency, µM (series often up to 45.5 µM), inactives show at the top dose activity change, negative = inhibition, usual class: inhibitors; 410,000 tested, 0.21% active; note: potency is the fitted concentration of half-maximal effect; % is set by controls: 0 for no effect and ±100 for the full control effect
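hKGA in 45 mM KH2PO4 pH 8.2, 0.02% Tween-20 with pin-transferred compounds; 1 mM L-glutamine (stock) plus glutamate oxidase/HRP/Amplex Red coupling added. Fluorescence read initially and after 30 min at RT.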
HP1b chromo inh = inhibitors of HP1-beta chromodomain binding to methylated histone tails | AlphaScreen HP1-beta / biotin-H3K9me3 peptide binding | Potency, µM (series often up to 114 µM), for the others: top-dose activity change, negative = inhibition, most hits filed as inhibitors | 390,000 tested, 0.56% active; note: potency is the fitted concentration of half-maximal effect; nearly all actives have a fitted effect of over 70% in size; inactives centre near 23
Target sequence (P83916 whole entry, looked up): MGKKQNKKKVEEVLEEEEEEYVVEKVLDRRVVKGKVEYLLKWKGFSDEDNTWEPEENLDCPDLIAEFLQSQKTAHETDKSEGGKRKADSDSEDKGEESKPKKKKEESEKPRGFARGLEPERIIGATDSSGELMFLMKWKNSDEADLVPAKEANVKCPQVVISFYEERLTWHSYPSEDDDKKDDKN
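Compound inhibition of the preformed complex between 50 nM HP1-beta and 50 nM biotinylated H3K9me3 peptide was read by AlphaScreen. Buffer was PBS pH 7.4 with 0.01% Tween-20. Incubations ran 30 min at room temperature, with 10 ug/mL donor/acceptor beads.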
ERG Ets-DNA blk = ERG Ets/DNA interaction inhibition; Potency, µM (highest dose often 76.9 µM), inactives show at the highest dose FP activity, negative = inhibition, hits mostly inhibitors; P11308; 370,000 tested, 0.028% active; fluorescence polarization, His-ERG Ets domain / labelled DNA; AID 624246; active = well fitted inhibition curve with a large enough effect in the polarisation, with a control signal flat; inconclusive = small, poorly fitted or top-dose-only effect, or effect the other way, or a change in a side signal; inactive = no such curve, though single readings can be large or run the other way; the % refers to the polarisation;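 note: polarization taken with two DNA probes labelled with fluorescein and Texas red; potency is the fitted concentration of half-maximal effect; % of control where 0% means no effect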
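His-tagged ERG Ets domain (1 uM in the protein solution; 300mM KCl, 50mM Tris-HCl, 1mM EDTA, 1mM DTT, pH 7.5) received compound, then a probe mix of 5 nM fluorescein-DNA and 100nM Texas-615-DNA. Fluorescence polarization was read for both dyes.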
ALOX12 inh = ALOX12 (human) lipoxygenase inhibition | purified 12hLO, xylenol orange hydroperoxide absorbance | Potency, µM (series often up to 108 µM), inactives show at the top dose activity change, negative = inhibition, most hits filed as inhibitors | 580,000 tested, 1.1% active | AID 1671190; note: potency is the fitted concentration of half-maximal effect; % is set by controls: 0 for no effect and ±100 for the full control effect
Target sequence (P18054 whole entry, looked up): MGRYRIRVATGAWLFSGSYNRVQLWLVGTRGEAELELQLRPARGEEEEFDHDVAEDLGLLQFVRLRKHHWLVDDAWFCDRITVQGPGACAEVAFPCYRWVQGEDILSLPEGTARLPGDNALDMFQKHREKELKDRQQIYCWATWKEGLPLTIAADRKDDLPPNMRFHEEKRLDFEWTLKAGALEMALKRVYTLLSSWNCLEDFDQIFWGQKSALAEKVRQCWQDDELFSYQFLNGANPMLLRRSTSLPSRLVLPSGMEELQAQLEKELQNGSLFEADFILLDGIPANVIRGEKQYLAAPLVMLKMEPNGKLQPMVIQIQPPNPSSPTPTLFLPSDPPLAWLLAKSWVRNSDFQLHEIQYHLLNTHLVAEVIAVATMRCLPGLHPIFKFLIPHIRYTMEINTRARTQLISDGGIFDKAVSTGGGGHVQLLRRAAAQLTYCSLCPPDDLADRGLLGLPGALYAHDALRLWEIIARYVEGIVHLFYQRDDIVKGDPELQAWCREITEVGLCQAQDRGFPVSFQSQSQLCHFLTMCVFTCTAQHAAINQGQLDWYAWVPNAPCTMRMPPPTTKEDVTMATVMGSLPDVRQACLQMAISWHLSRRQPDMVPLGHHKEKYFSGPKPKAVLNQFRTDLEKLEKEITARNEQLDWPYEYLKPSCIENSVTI
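Hydroperoxide product was detected by ferrous iron/xylenol orange as the 573 to 405 nm absorbance ratio. Arachidonic acid at 40 uM (final) was turned over for 30 min at room temperature by 150 nM human 12hLO, pH 7.0 Hepes buffer, after 15 min compound preincubation.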
BAZ2B inh = blocks human BAZ2B | AlphaScreen BAZ2B-H3K14Ac peptide displacement | 360,000 tested, 4.4% active | AID 504333 | Potency, µM (doses to about 114 µM), without a hit: at the top dose activity change, negative = inhibition, hits mostly inhibitors; note: potency is the fitted concentration of half-maximal effect; % is set by controls: 0 for no effect and ±100 for the full control effect; nearly all actives have a fitted effect of over 60% in size
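BAZ2B (50 nM) with biotin-H3(5-23)K14Ac peptide (50 nM) in PBS pH 7.4, 0.01% Tween-20, preformed 30 min, then compound 30 min at room temperature; top concentration 110uM. AlphaScreen streptavidin donor/nickel chelate acceptor beads (10 ug/mL final), 20 min dark, signal read.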
* hit, by the source's call; ? = inconclusive; nt = not tested or not shown; & = joins results of further samples; [ ] = remark or other dose. Unless noted, calls come from the whole dose curve; as a rule, active = well fitted curve in the direction sought with a large enough effect; inconclusive = small, poorly fitted or top-dose-only effect, or another doubt; inactive = no such curve, though single readings can be large; an effect the other way counts as inactive or inconclusive. Only part of the results is shown (hit frequency here may not be typical).

SMILES	PI4K2A inh	RGS4 inh	G9a inh	JMJD2A Tudor	GLS inh	HP1b chromo inh	ERG Ets-DNA blk	ALOX12 inh	BAZ2B inh
CCCn1c(SCC(=O)Nc2c(CC)cccc2CC)nnc1C(C)C	2	6%	13%[12.7 µM]	-5%	-13%	50%[activator]	4%	-4%	2%
OCCN1c2ccccc2CCc2ccccc21	-5	-7%	nt	-14%	14%	27%	0%	166%[activator]	nt
CCCSc1ncc(Cl)c(C(=O)Nc2ccc(S(=O)(=O)N3CCCCC3C)cc2)n1 (stereo not drawn)	-4	-26%	-15%[59 µM]	-14%	5%	22%	2%	8%	-18%
COc1ccc(N(CC(=O)NN=C2CCCC2)S(=O)(=O)c2ccccc2)cc1Cl	10	-13%	30%[activator][59 µM]	5%	4%	24%	9%	15%	12%
CC(=O)c1cn(CCOc2ccccc2C)c2ccccc12	1	16%	14%[59 µM]	9%	-8%	36%	0%	-11%	1%
Cc1nc2c(C(=O)NCCc3ccc(Cl)cc3)cnn2c(C)c1Cc1c(F)cccc1Cl	2	15%	1%[59 µM]	-17%	1%	25%	-2%	-16%	2%
O=C(O)c1ccc(Oc2c(C(F)(F)F)oc3cc(O)ccc3c2=O)cc1	0	5%	10%	-15%	-8%	46%[activator]	3%	-5%&8%	-22%
Cc1cc(N2CCOCC2)ccc1/C=C\[N+](=O)[O-]	11	?	6.3µM*	-14%	-3%	-9%	15%	?	?
CCOC(=O)C1CCN(C(=O)c2ccc3c(c2)N=C(CC)c2cc(C)ccc2S3)CC1	-6	18%	?	?	-14%	-8%	-4%	-27%	-16%
O=C(c1cccc([N+](=O)[O-])c1)N1CCN(c2ccccn2)CC1	3	3%	-41%	-17%	0%	21%	8%	5%	-26%
COc1ccc(N2CCN(CC(O)COc3ccc4c(c3)CCC4)CC2)cc1 (stereo not drawn)	-1	-44%	?	56µM*	83%[activator]	?	3%	-25%	35µM*
Nc1nc(-c2cccnc2)nc2sc3c(c12)CCCC3	-1	5%	6%	-16%	5%	20%	-6%	-11%	-16%
N=C1C(=O)OCC1c1ccccc1NC(=O)c1ccccc1 (stereo not drawn)	1	15%	11%	-6%	7%	11%	-8%	-3%	2%
CCOC(=O)c1[nH]c(C)c(C(=O)NCc2ccc(C)cc2)c1C	-11	-5%	-3%	-4%	-11%	18%	14%	348%[activator]	-6%
O=C(COC(=O)C1CC1)Nc1ccc2c(c1)OCO2	0	-14%	-2%	-4%	-6%	21%	7%	0%	-13%

A different layout for 4 compounds above.
| SMILES | PI4K2A inh | RGS4 inh | G9a inh | JMJD2A Tudor | GLS inh | HP1b chromo inh | ERG Ets-DNA blk | ALOX12 inh | BAZ2B inh |
| --- | --- | --- | --- | --- | --- | --- | --- | --- | --- |
| CC(=O)c1cn(CCOc2ccccc2C)c2ccccc12 | 1 | 16% | 14%[59 µM] | 9% | -8% | 36% | 0% | -11% | 1% |
| Cc1nc2c(C(=O)NCCc3ccc(Cl)cc3)cnn2c(C)c1Cc1c(F)cccc1Cl | 2 | 15% | 1%[59 µM] | -17% | 1% | 25% | -2% | -16% | 2% |
| O=C(O)c1ccc(Oc2c(C(F)(F)F)oc3cc(O)ccc3c2=O)cc1 | 0 | 5% | 10% | -15% | -8% | 46%[activator] | 3% | -5%&8% | -22% |
| Cc1cc(N2CCOCC2)ccc1/C=C\[N+](=O)[O-] | 11 | ? | 6.3µM* | -14% | -3% | -9% | 15% | ? | ? |

Next part:
SMILES	PI4K2A inh	RGS4 inh	G9a inh	JMJD2A Tudor	GLS inh	HP1b chromo inh	ERG Ets-DNA blk	ALOX12 inh	BAZ2B inh
CCCCn1c(N)c(N(CCOC)C(=O)CN2C(=O)NC3(CC(C)CC(C)(C)C3)C2=O)c(=O)[nH]c1=O (stereo not drawn)	0	11%	nt	-4%	3%	21%	-2%	0%	nt
Cc1cn2c(=O)cc(COC(=O)c3cccc(NC(=O)c4ccccc4C)c3)nc2s1	2	7%	18%[59 µM]	-4%	0%	-2%	-1%	?	-15%
COc1ccc(S(=O)(=O)N2CCOC2CNC(=O)C(=O)NCc2ccc3c(c2)OCO3)cc1OC (stereo not drawn)	-3	14%	nt	-12%	0%	39%[activator]	8%	325%[activator]	-1%
Cc1ccc(CN2C(=O)NC(Cc3c[nH]c4ccccc34)C2=O)cc1 (stereo not drawn)	-1	-7%	12%[59 µM]	-11%	2%	41%[activator]	16%	14%	2%
CCC(C)NS(=O)(=O)c1ccc(OCC(=O)NCc2ccc3c(c2)OCO3)cc1 (stereo not drawn)	7	-3%	25%[59 µM]	-16%	-7%	27%	2%	-7%	-1%
CC(C)c1nnc(NC(=O)COc2ccccc2[N+](=O)[O-])s1	4	-4%	17%	-23%	0%	23%	-3%	?	-1%
Cc1ccc(NS(=O)(=O)c2ccc(Cl)c(NC(=S)NC(=O)C3CCCCC3)c2)cc1Cl	4	-19%	-15%[59 µM]	?	4%	-10%	-2%	13µM*	-25%
COc1ccc(CCN2CC(C(=O)N3CCCCCC3)CCC2=O)cc1 (stereo not drawn)	-4	-10%	nt	-7%	13%	11%	13%	-6%	1%
O=C(NCC1CCOCC1)c1cc(COc2ccc(F)cc2F)on1	5	24%	-1%	-1%	7%	25%	2%	2%	3%
Cc1cc(OCC(=O)NCC2CCC(C(=O)O)CC2)c2c(C)c(Cc3ccccc3)c(=O)oc2c1 (stereo not drawn)	-4	-24%	nt	-3%	-6%	30%	1%	-17%	3%
COCCn1c(SCC(=O)N2CCCC2)nnc1C(C)C	3	-5%	-22%	-5%	2%	33%	0%	0%	-3%
COc1ccc(CCNC(=O)c2cnc3scc(C)n3c2=O)cc1OC	-15	-5%	-37%[59 µM]	-3%	0%	59%[activator]	3%	-18%	-3%
CCc1ccc(/C=N/NC(=O)c2cc(C)on2)s1	-2	16%	24%[59 µM]	-5%	2%	23%	-12%	-12%	0%
CCn1c(/C=C/c2ccc(F)cc2)nc2ccccc2c1=O	5	7%	-7%[0.501 µM]	-8%	-9%	17%	-6%	18%	-35%
CC(C)CN1CC(Br)C(=O)NC1=O (stereo not drawn)	0	20%	nt	-2%	-19%	14%	-1%	-7%	nt
CCc1nn(CC(=O)NCCCN2CCOCC2)c(=O)c2cc3c(OC)cccc3n12	1	13%	nt	-3%	-15%	18%	5%	-4%	nt
O=C(CN1CCCC1)Nc1c(Cl)cccc1Cl	24	-10%	5%	-5%	-6%	34%	8%	0%	-28%
Cc1cccc(C2c3[nH]c4ccccc4c3CCN2C(=O)Cc2nc(-c3ccccc3)n[nH]2)n1 (stereo not drawn)	-1	9%	?	?	-2%	-3%	4%	13%	-37%
COCCNC(=O)CNC(=O)c1nn(-c2ccc(OC)c(Cl)c2)c(=O)c2ccccc12	2	30%	-5%[0.501 µM]	-6%	6%	42%[activator]	-1%	1%	-4%
CCCc1nnc2n1N=C(c1ccc(OC)c(OC)c1)CS2	-2	6%	?	?	-3%	7%	nt	?	-7%
O=C(Nc1nccs1)c1ccc(S(=O)(=O)N2CCCCC2)cc1	1	2%	-31%	-17%	1%	64%[activator]	-3%	23%	9%
C[n+]1ccc(C(=O)N/N=C/c2ccco2)cc1	1	1%	18µM*	?	13%	1%	-3%	-13%	?
COc1ccc(S(=O)(=O)N2CCCCCC2)cc1C(=O)OCc1c(C)noc1C	0	27%	-5%	-13%	10%	26%	2%	0%	-2%
COC(=O)c1ccc(NC(=O)CSc2nncn2C)cc1	-6	-28%	22%[2.33 µM]	-9%	-6%	16%	5%	477%[activator]	-35%
CC(C)CN(CCCNC(=O)c1cn(C)c2ccc(S(=O)(=O)N(C)C3CCCCC3)cc2c1=O)CC(C)C	-1	-1%	2%[59 µM]	-14%	-3%	13%	10%	-20%	nt
CCN1C(=O)c2ccccc2Sc2ccc(NC(=O)Cc3ccc(OC)cc3)cc21	2	-11%	11%[59 µM]	-25%	10%	6%[57 µM]	2%	2%	-3%
CN(C)c1ccsc1C(=O)NNS(=O)(=O)c1ccc(Cl)cc1	-4	?	nt	10%[57.1 µM]	?	55%[activator]	13%	-41%	nt
O=C(NNc1nc2cc3c(cc2s1)OCCO3)c1ccc(F)cc1	1	-29%	50µM*	-14%	-20%	23%	-13%	0%	-9%
Cc1ccc(NC(=O)CSc2nnc(-c3ccncc3)o2)cc1C	-5	-3%	7%	-12%	16%	16%	21%	-6%	2%
CCOC(=O)c1sc(N2C(=O)c3oc4ccc(F)cc4c(=O)c3C2c2ccc(O)cc2)nc1C (stereo not drawn)	1	-5%	6%[59 µM]	8%	2%	48%[activator]	4%	-9%	-2%
O=C(O)c1ccc(NCc2cccnc2)cc1	5	-3%	-5%[59 µM]	-32%	13%	9%	0%	?	7%
COc1cc(/C=N/N2CCN(c3ccccc3OC)CC2)ccc1O	1	-5%	?	?	40%[activator]	-9%	-6%	?	?
CC1CC(C)(C)OC(C[N+]2(C)CCCCC2)O1 (stereo not drawn)	2	-3%	?	?	-11%	14%	1%	0%	-16%
CCOC(=O)/C=C1/SCC(=O)N1Cc1ccc(Br)cc1	1	-5%	nt	-3%	-8%	14%	4%	0%	nt
Cc1cccc(NC(=O)CSc2nc(C)c(CC(=O)c3ccc(Br)cc3)c(C)c2C#N)c1C	0	12%	14%[12.7 µM]	0%	13%	13%	-2%	398%[activator]	11%
